Screening data: PubChem, several laboratories
GRK2 aptamer HTS – compounds blocking aptamer binding on GRK2 – biochemical, human GRK2, bead flow cytometry, HTS, primary screen; FAM-aptamer displacement from GRK2; AID 488847, 2010; inhibition of aptamer binding, % at 10 µM; 0.59% of 330,000 active;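 active = inhibition of aptamer binding above 40%, roughly 3 SD of noise, on plates passing a quality check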;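 note: median bead fluorescence of bound FAM aptamer so fluorescent compounds give negative values; no value below 0 was filed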
Target sequence (P25098 whole entry, looked up): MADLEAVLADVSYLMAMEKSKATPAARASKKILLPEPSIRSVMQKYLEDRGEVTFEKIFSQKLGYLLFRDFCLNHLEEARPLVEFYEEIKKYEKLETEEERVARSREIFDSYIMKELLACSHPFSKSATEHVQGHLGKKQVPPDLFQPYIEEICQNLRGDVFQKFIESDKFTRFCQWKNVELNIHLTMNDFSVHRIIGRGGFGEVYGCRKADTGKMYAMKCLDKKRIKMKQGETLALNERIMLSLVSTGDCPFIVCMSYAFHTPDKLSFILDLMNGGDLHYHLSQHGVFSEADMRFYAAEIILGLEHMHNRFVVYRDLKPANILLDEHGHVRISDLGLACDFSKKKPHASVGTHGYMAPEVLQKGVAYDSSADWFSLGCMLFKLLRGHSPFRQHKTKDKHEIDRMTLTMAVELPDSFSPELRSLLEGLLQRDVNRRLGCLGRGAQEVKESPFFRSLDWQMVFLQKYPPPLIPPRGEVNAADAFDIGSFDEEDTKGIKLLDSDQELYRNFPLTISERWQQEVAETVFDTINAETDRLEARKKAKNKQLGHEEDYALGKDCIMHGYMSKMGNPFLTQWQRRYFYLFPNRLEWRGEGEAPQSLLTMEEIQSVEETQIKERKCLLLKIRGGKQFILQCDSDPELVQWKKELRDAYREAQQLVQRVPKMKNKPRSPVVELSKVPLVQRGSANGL
LAP4-GFP MLPCN – modulators of LAP4-GFP expression in yeast, primary screen, S. cerevisiae, multiplex flow cytometry, MLPCN library. 3 h; median GFP as percent of DMSO wells. GFP response vs DMSO, % at 10 µM. 0.34% of 320,000 active. AID 2023, 2009;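 active = GFP response vs DMSO above a set limit, about the screen mean plus 3 SD, cut at about 150% in these data; inconclusive = under 70 cell events counted for the yeast strain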
VLA-4 inh – inhibition in human VLA-4 binding assay, primary screen, VLA-4 allosteric modulator project, MLPCN library, flow cytometry, VLA-4 expressing cells; inhibition, % (about 7 µM as worked out from the volumes in the protocol); 0.2% of 330,000 active; ligand binding flow cytometry; Integrin alpha-4 (Homo sapiens), P13612; in the data active = inhibition above about 50%
AGP1 TOR yeast – modulators of AGP1-GFP expression in yeast TOR pathway, primary screen, cell-based, multiplex flow cytometry, S. cerevisiae, MLPCN library. 3 h; GFP as percent of DMSO wells. GFP response vs DMSO, % at 10 µM. 0.02% of 320,000 active;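 active = GFP response relative to DMSO above a set limit, near screen average plus 3 SD, cut at about 150% in these data; inconclusive = fewer than 70 cells counted for the yeast strain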;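 note: median GFP channel fluorescence of the gated AGP1 strain per well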
CIT2-GFP yeast – modulators of CIT2-GFP expression in yeast, primary screen, S. cerevisiae, GFP fusion, multiplex flow cytometry, MLPCN library. AID 2029, 2009. 0.065% of 320,000 active. GFP response vs DMSO, % at 10 µM. S. cerevisiae CIT2-GFP strain, 3 h; 100 means same as DMSO wells;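 active = GFP response relative to DMSO above a set limit, near the screen mean plus 3 SD, cut at about 150% in these data; inconclusive = Fewer than 70 cells measured for a yeast strain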;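 note: ratio of well median GFP fluorescence to mean of DMSO wells on the plate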
GASC-1 inh – inhibitors of GASC-1 histone demethylase, primary screen, biochemical, fluorescence, DELFIA europium | GST-JMJD2C(1-420) H3K9me3 demethylation | 0.069% of 330,000 active | inhibition, % at 2.35 µM | Lysine-specific demethylase 4C (Homo sapiens), Q9H3R0 | AID 2099, 2009;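 active = more than half of a compound's replicate wells show inhibition beyond 50%, single wells judged on their own value; inconclusive = some, but no more than half, of replicates pass 50% inhibition; inactive = no replicate passes 50% inhibition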;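 note: signal counts dimethyl H3K9 product captured on neutravidin plate; 0% = median of DMSO wells and 100% = 0.3 times that DMSO median; strong numbers were not always called active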
MEP2-GFP yeast – modulators of MEP2-GFP levels in yeast, primary screen, S. cerevisiae, multiplex flow cytometry, MLPCN library; S. cerevisiae MEP2-GFP strain, 3 h; 100% = DMSO control level; GFP response vs DMSO, % at 10 µM; 0.51% of 330,000 active; AID 2016, 2009;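 active = GFP response versus DMSO above a set limit, roughly screen mean plus 3 SD, cut at about 180% in these data; inconclusive = fewer than 70 cells counted for a yeast strain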;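 note: median GFP fluorescence of the barcode-gated MEP2-GFP cells per well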
RPL19A TOR yeast – RPL19A-GFP expression modulators in yeast, primary screen, cell-based, S. cerevisiae, multiplex flow cytometry, MLPCN; S. cerevisiae RPL19A-GFP strain, 3 h; stronger effect = lower value; percent response vs DMSO, % at 10 µM; 0.3% of 330,000 active; AID 2025, 2009;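 active = percent response vs DMSO below 50%; inconclusive = fewer than 70 events counted for the yeast strain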;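 note: median channel GFP fluorescence of the barcoded RPL19A-GFP strain; ratio of sample median GFP to plate DMSO average so 100% = DMSO; lower means less RPL19A-GFP as with rapamycin TOR inhibition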
Numbers without * were called inactive; ? = inconclusive; nt = not tested or not shown; & = joins results of further samples; [ ] = another dose, or the depositor's remark. Outcome played no part in choosing rows; 1.7% or so of the library scored in one or more.

SMILES	GRK2 aptamer HTS	LAP4-GFP MLPCN	VLA-4 inh	AGP1 TOR yeast	CIT2-GFP yeast	GASC-1 inh	MEP2-GFP yeast	RPL19A TOR yeast
CCN(CC)C(=O)c1ccccc1NC(=O)c1ccccc1SC	0	101	5	116	116	10	120	119
CC(=O)N/C(=C/c1ccc(OC(F)F)cc1)C(=O)O	3	102	-5	108	104	9	96	102
Cc1cccc(-n2ncc3c(NNC(=O)c4ccco4)ncnc32)c1	0	98	9	94	88	0	92	89
COC(=O)c1ccc(CN2CCN(CCc3ccccc3)C(CCO)C2)cc1 (centres undefined)	10	93	-2	101	93	52	99	96
Cc1ccc(C(=O)/C=C/c2ccccc2)o1	0	93	16	99	108	6	97	100
CCn1cc(C(=O)N2CCN(c3ccc(OC)cc3)CC2)c(=O)c2cc(S(=O)(=O)N3CCOCC3)ccc21	1	102	4	104	106	-1	103	99
CC(C)n1c(SCC(=O)N2CCCC2)nc2c1c(=O)n(C)c(=O)n2C	2	98	-1	105	109	14	104	101
O=C(NCCC1=CCCCC1)c1ccc(Cl)c(S(=O)(=O)N2CCOCC2)c1	0	94	11	96	84	3	87	97
COc1cc(C(=O)Nc2ccc(C)cn2)c([N+](=O)[O-])cc1OC	0	99	-6	103	102	2	108	104
CCOC(=O)c1ccc(S(=O)(=O)Nc2cc(S(=O)(=O)Nc3ccc(OC)cc3)ccc2O)cc1	0	95	-5	104	123	20	114	104
CNc1nnc(-c2ccc(N(C)C)cc2)s1	0	103	1	85	nt	8	89	92
Cn1c(C(C#N)C(=O)c2sc3ccccc3c2Cl)nc2ccccc21 (centres undefined)	3	106	18	109	103	-2	110	107
CCCn1nc(NC(C)=O)c2cc3cccc(C)c3nc21	3	98	-5	101	100	1	104	108
CC(C)C(C)NC(=O)COC(=O)/C=C/c1ccc(S(=O)(=O)N2CCc3ccccc32)cc1 (centres undefined)	1	104	3	105	95	-2	104	109
CC(=O)c1cc2c(cc1NC(=O)Nc1cccc(Cl)c1)OCCO2	3	98	4	95	97	-8	104	98
CCOc1ccc2[nH]c3c(NCCN(CC)CC)ncnc3c2c1	0	90	9	102	103	1	101	105
CC1CCCC(NC(=O)CCS(=O)(=O)c2cc3c(cc2Cl)NC(=O)CO3)C1C (centres undefined)	2	100	15	104	104	-10	104	101
COc1cc(OC)cc(C(=O)NNC(=O)c2ccc(-n3cncn3)c([N+](=O)[O-])c2)c1	0	108	-4	115	109	1	109	108
O=C(Nc1ccc(Cc2ccncc2)cc1)C1CCC(N2C(=O)C3CCCCC3C2=O)CC1 (centres undefined)	0	93	8	103	106	4	111	107
Cc1cc(C)c(S(=O)(=O)c2cccc(Cl)c2)c(Cl)n1	2	105	0	105	100	-22	102	93
CCc1cccc(NC(=O)C2CCCN(S(=O)(=O)c3c(C)[nH]c(=O)[nH]c3=O)C2)c1 (centres undefined)	2	88	-6	96	94	-13&5	100	98
CC(C)(C)c1cnnn1-c1ccc([N+](=O)[O-])cc1	3	116	14	96	82	9	104	93
CC1(C)CC2CC(C)(CN2C(=O)COC(=O)Cn2[nH]c(=O)c3ccccc3c2=O)C1 (centres undefined)	3	104	-2	104	106	-9	103	103
CC(=O)Nc1cccc(-c2cnc3ccccc3n2)c1	0	103	0	101	98	-2	102	98
CCOC(=O)C(CC)n1cnc2sc3c(c2c1=O)CCC3 (centres undefined)	3	109	0	107	122	3	108	104
O=C(c1ccc2c(c1)OCCCO2)c1cccs1	0	96	-1	88	97	-13	93	101
O=C(CCCCCCN1C(=O)c2ccccc2C1=O)N1CCC(c2ccccc2)C1 (centres undefined)	4	98	1	94	91	-8	89	93
OC(CCN1CCOCC1)c1ccccc1 (centres undefined)	1	95	-4	98	96	-2	97	99
N/C(=N\OC(=O)N1c2ccccc2Sc2ccccc21)c1ccc(Br)cc1	0	97	10	96	99	-14	102	102
CCOC(=O)C1CCCN(C(=O)CN2C(=O)C(CC)Oc3ccc(C)cc32)C1 (centres undefined)	0	95	1	111	110	7	108	105
O=C(c1ccc2c(c1)OCCO2)N(c1ccccn1)C1CCCCC1	4	91	27	94	91	4	91	93
Cc1cccc(N2C(=O)CCC2=O)c1	0	98	4	97	91	4	98	96
Cc1ccc(S(=O)(=O)N(Cc2cccc(C(F)(F)F)c2)C(=O)N2CCN(C)CC2)cc1	0	108	5	94	91	14	95	91
O=C1N(c2ccccc2)C(c2ccccc2)N2CCCN12 (centres undefined)	0	102	-12	104	88	-6	86	99
S=c1[nH]nc(-c2cccnc2)n1Cc1ccccc1	3	105	10	98	94	-2	94	97
CC(=O)Nc1cc(-c2nn(C)c(=O)c3ccccc23)ccc1N1CCCCC1	2	101	26	101	96	2	104	97
CN(C(=O)c1cccc(NC(=O)Cc2cccc([N+](=O)[O-])c2)c1)C1CCCCC1	2	94	-4	94	90	8	92	96
Oc1c(Br)cc(/C=N/Nc2nncc3ccccc23)cc1Br	0	90	-41	94	104	-17	90	101
CCn1c(SCc2ccccc2)nnc1C1CCN(S(=O)(=O)c2ccc(OC)cc2)CC1	0	90	2	nt	90	11	97	90
Cc1ccc(NC(=O)C2CCCN2S(=O)(=O)c2cccc3cccnc23)c(C)c1 (centres undefined)	0	87	9	99	97	2	86	96
CCCCNc1ccccc1C(=O)OCC(=O)Nc1ccc(S(N)(=O)=O)cc1	5	88	-2	109	128	-4	107	108
Cc1ccnc(SCC(=O)N2CCN(c3ccccc3)CC2)n1	3	91	4	96	97	-7	91	94
Nc1n[nH]c(-c2ccc(Br)cc2)c1Cl	0	90	-7	87	95	-3	96	91
Cc1ccc(-c2cnc(SCC(=O)N3CCCc4ccccc43)n2C)cc1	2	109	6	94	98	-2	97	93
CCCn1nc2ccccc2c1P(=N)(N1CCOCC1)N1CCOCC1	1	111	4	110	114	45&3	105	108

A draw from above in order of count of non-hydrogen atoms, rising:
SMILES	GRK2 aptamer HTS	LAP4-GFP MLPCN	VLA-4 inh	AGP1 TOR yeast	CIT2-GFP yeast	GASC-1 inh	MEP2-GFP yeast	RPL19A TOR yeast
Cc1cccc(N2C(=O)CCC2=O)c1	0	98	4	97	91	4	98	96
CCCn1nc2ccccc2c1P(=N)(N1CCOCC1)N1CCOCC1	1	111	4	110	114	45&3	105	108
CN(C(=O)c1cccc(NC(=O)Cc2cccc([N+](=O)[O-])c2)c1)C1CCCCC1	2	94	-4	94	90	8	92	96

Continued:
SMILES	GRK2 aptamer HTS	LAP4-GFP MLPCN	VLA-4 inh	AGP1 TOR yeast	CIT2-GFP yeast	GASC-1 inh	MEP2-GFP yeast	RPL19A TOR yeast
Cc1ccc(NS(=O)(=O)c2ccc3c(c2)oc(=O)n3C)c(C)c1	0	96	0	101	102	-4	107	102
O=C(COC(=O)CNC(=O)c1ccccc1F)Nc1nnc(-c2ccccc2)o1	2	94	-6	109	96	22	93	98
COC(=O)c1ccc(Cl)cc1N(Cc1c(F)cccc1Cl)S(C)(=O)=O	0	96	4	99	112	-10	101	87
COc1ccc(N(CC(C)C)S(=O)(=O)c2nnc(NC(=O)CC(C)C)s2)cc1	0	95	-4	99	111	1	107	103
CCCn1c(N)c(N(CCOC)C(=O)c2ccccc2F)c(=O)[nH]c1=O	0	92	-4	96	95	4	103	95
CCN(CC)S(=O)(=O)c1ccc(NC(=O)c2cccnc2Cl)c(NC(=O)c2cccnc2Cl)c1	0	103	3	98	98	6	97	97
c1ccc(CCC2CCCCN2Cc2cn[nH]c2-c2cc3ccccc3o2)nc1 (centres undefined)	0	103	-5	115	123	-10	103	102
Cc1cc(C)n2c(SCC(=O)Nc3cc(S(=O)(=O)N(C)C)ccc3C)nnc2n1	1	100	11	101	109	-6	117	101
Cc1ccc(NS(=O)(=O)c2ccc(C(C)(C)C)cc2)cn1	24	84	0	95	95	4	98	95
N#CCCSc1ncnc2c1oc1ccccc12	0	97[may fluoresce violet]	-3	22[may fluoresce violet]	?	1	151[may fluoresce violet]	60[may fluoresce violet]
Cc1cccc(NC(=O)c2ccc(F)c(S(=O)(=O)NCc3ccco3)c2)c1	0	107	0	103	101	6	105	96
Cc1ccc(NC(=O)NCc2ccc3c(c2)OCO3)cc1C	0	88	4	104	108	-1	107	104
CCOc1ccc(-c2nnc(SCC(=O)N3CCNC3=O)o2)cc1	0	97	8	104	93	12	101	93
O=c1nc(/C=C/c2cc([N+](=O)[O-])ccc2Cl)cc(C(F)(F)F)[nH]1	0	110	-22	104	101	1	106	100
COc1ccc(C(=O)O)cc1S(=O)(=O)NC(C)C12CC3CC(CC(C3)C1)C2 (centres undefined)	0	104	10	97	92	-3	102	97
COc1ccc(CCC(=O)Nc2ccc(Cn3ccnc3)cc2)cc1	0	96	-10	96	96	-2	105	104
CCOC(=O)N1CCN(Cc2nc3cc(NC(=O)C(C)C)ccc3n2C)CC1	0	107	25	106	105	-12	107	107
COc1ccc(NC(=O)CCNS(=O)(=O)c2ccc3c(c2)c(=O)n(C)c(=O)n3C)c(OC)c1	0	89	0	91	87	-3	85	95
O=C1NCCN(Cc2c(F)cccc2Cl)C1CC(=O)N1CCCO1 (centres undefined)	1	106	1	98	95	-11	93	95
CCOc1cccc(C(=O)Nc2ccccc2C(=O)N2CCOCC2)c1	2	101	1	109	102	1	104	107

Among those listed so far, these have an aryl methoxy group.
SMILES	GRK2 aptamer HTS	LAP4-GFP MLPCN	VLA-4 inh	AGP1 TOR yeast	CIT2-GFP yeast	GASC-1 inh	MEP2-GFP yeast	RPL19A TOR yeast
CCn1cc(C(=O)N2CCN(c3ccc(OC)cc3)CC2)c(=O)c2cc(S(=O)(=O)N3CCOCC3)ccc21	1	102	4	104	106	-1	103	99
COc1cc(C(=O)Nc2ccc(C)cn2)c([N+](=O)[O-])cc1OC	0	99	-6	103	102	2	108	104
CCOC(=O)c1ccc(S(=O)(=O)Nc2cc(S(=O)(=O)Nc3ccc(OC)cc3)ccc2O)cc1	0	95	-5	104	123	20	114	104
COc1cc(OC)cc(C(=O)NNC(=O)c2ccc(-n3cncn3)c([N+](=O)[O-])c2)c1	0	108	-4	115	109	1	109	108
CCn1c(SCc2ccccc2)nnc1C1CCN(S(=O)(=O)c2ccc(OC)cc2)CC1	0	90	2	nt	90	11	97	90
COc1ccc(N(CC(C)C)S(=O)(=O)c2nnc(NC(=O)CC(C)C)s2)cc1	0	95	-4	99	111	1	107	103
COc1ccc(C(=O)O)cc1S(=O)(=O)NC(C)C12CC3CC(CC(C3)C1)C2 (centres undefined)	0	104	10	97	92	-3	102	97
COc1ccc(CCC(=O)Nc2ccc(Cn3ccnc3)cc2)cc1	0	96	-10	96	96	-2	105	104
COc1ccc(NC(=O)CCNS(=O)(=O)c2ccc3c(c2)c(=O)n(C)c(=O)n3C)c(OC)c1	0	89	0	91	87	-3	85	95
